Screening data (PubChem)
MCF10A rerep = inducers of DNA re-replication in MCF 10A breast cells. 350,000 compounds, 2.9% hits. MCF 10A DNA re-replication, Hoechst nuclear intensity, 48 h. Potency, µM (doses to about 46.1 µM), without a hit: top-dose activity, positive = re-replication, usual class: activators; further: potency means the concentration at half of the fitted maximal effect; % of control where 0% means no effect; nearly all actives have a fitted effect of over 50% in size
HT1080 IDH1KD tx = HT-1080 IDH1 knockdown cell toxicity (counter line); HT-1080 IDH1 knockdown viability, ATP luminescence, 48 h; Potency, µM (highest dose often 46.1 µM), for inactives: top-dose activity, negative = toxicity, most hits filed as cytotoxic; 360,000 compounds, 2% hits; AID 686971;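 further: potency means the concentration at half of the fitted maximal effect; 0% = DMSO wells and -100% = cell-free medium wells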
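Knockdown cells (IDH1KD HT-1080) received compounds 2 h after plating at 750 cells/well and were kept 48 h at 37 °C in 5% FBS RPMI. A CellTiter-Glo luminescence read gave % activity for curve fitting.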
IL1B secr inh = inhibitors of inflammasome signaling (IL-1 beta secretion). THP-1 LPS/ATP IL-1B secretion, AlphaLISA, 16 h; active compounds read low. 360,000 compounds, 4.7% hits. activity change, % at 57.5 µM. AID 743279; in the data active means activity change below about -50%; inconclusive means mostly about -30% to -49%; further: on the % scale 0 is the no-effect control and ±100 the full control effect
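THP-1 cells pretreated 1 hr with compounds (up to 57.5 uM final), then stimulated with LPS (250 ng/mL final) plus ATP (1.25 mM final); secreted IL-1B measured by AlphaLISA after 16 hr, decreased signal indicating inhibition.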
KB-3-1 cytotox = KB-3-1 parental cell cytotoxicity; KB-3-1 viability, CellTiter-Glo ATP luminescence, 72 h; Potency, µM (top dose mostly 46.1 µM), for inactives: top-dose activity change, negative = cytotoxic, hits mostly cytotoxic; 400,000 compounds, 1.4% hits; further: potency means the concentration at half of the fitted maximal effect; on the % scale 0 is the no-effect control and ±100 the full control effect; nearly all actives have a fitted effect of over 60% in size
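Multi-concentration cytotoxicity screen in KB-3-1 cells grown in DMEM lacking phenol red with 10% FBS. After 72 h at 37 °C with compound, ATP-dependent luminescence was recorded.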
SW480 rerep = inducers of DNA re-replication in SW480 colon cancer cells. Potency, µM (doses to about 46.1 µM), without a hit: at the top dose re-replication activation, most hits filed as activators. 340,000 compounds, 1.8% hits. SW480 DNA re-replication, Hoechst DNA content imaging, 48 h; further: potency means the concentration at half of the fitted maximal effect; % of control where 0% means no effect; nearly all actives have a fitted effect of over 55% in size
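Quantitative HTS format with DMSO vehicle controls; 48 hr drug incubation at 37 C, then 40 min Hoechst staining and scanning imager measurement at 405 nm excitation.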
WRN inhibitor = inhibitors of human WRN helicase. Potency, µM (titrated, usually from 114 µM), without a hit: at the top dose activity change, negative = inhibition, usual class: inhibitors. AID 651768. WRN helicase unwinding, fluorescent forked duplex, kinetic. 360,000 compounds, 0.46% hits; further: potency means the concentration at half of the fitted maximal effect; on the % scale 0 is the no-effect control and ±100 the full control effect; nearly all actives have a fitted effect of over 55% in size
Target sequence (Q14191 whole entry, looked up): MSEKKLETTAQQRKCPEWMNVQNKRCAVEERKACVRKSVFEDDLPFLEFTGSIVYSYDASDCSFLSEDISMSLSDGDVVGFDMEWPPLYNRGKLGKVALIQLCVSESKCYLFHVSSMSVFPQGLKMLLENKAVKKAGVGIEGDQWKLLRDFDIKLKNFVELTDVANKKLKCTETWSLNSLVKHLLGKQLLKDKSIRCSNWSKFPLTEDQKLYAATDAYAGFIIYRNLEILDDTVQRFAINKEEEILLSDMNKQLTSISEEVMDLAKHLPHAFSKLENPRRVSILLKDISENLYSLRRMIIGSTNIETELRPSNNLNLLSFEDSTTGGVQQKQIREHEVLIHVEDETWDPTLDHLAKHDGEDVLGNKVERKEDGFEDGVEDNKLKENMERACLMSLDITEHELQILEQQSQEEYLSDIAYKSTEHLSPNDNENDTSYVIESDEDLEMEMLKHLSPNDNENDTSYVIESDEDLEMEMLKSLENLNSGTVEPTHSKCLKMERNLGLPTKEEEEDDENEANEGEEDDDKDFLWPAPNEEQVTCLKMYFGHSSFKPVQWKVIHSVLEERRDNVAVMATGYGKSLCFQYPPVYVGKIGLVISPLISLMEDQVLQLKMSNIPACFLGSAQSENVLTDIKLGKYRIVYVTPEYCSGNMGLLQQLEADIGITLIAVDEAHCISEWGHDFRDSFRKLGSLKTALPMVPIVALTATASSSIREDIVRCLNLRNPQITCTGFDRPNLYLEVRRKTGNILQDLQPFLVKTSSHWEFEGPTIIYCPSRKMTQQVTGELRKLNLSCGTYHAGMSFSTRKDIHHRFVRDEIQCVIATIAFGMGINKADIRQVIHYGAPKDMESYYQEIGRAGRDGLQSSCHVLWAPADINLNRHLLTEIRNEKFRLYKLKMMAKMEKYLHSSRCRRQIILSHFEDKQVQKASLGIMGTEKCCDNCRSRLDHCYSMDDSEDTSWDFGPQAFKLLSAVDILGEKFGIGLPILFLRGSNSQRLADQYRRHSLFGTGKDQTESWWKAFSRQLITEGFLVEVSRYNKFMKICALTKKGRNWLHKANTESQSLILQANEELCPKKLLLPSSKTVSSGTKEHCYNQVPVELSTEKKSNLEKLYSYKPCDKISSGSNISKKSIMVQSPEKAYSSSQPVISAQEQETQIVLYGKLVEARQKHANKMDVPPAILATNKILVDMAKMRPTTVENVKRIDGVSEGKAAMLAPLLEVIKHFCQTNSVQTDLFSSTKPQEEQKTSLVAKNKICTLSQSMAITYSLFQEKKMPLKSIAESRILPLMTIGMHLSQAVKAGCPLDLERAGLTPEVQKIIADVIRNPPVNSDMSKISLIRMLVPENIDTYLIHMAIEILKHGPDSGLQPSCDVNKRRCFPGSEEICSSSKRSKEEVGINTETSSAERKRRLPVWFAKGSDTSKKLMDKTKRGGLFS
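Kinetic fluorescence helicase assay: unwinding of a quenched forked DNA duplex (100 nM final) with 2 mM ATP final raises red fluorescence (525/598 nm). Compounds sat 15 min at room temperature with 20 nM WRN beforehand.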
HT1080NT lethal = kills 2HG-producing HT-1080-NT fibrosarcoma cells; HT-1080-NT fibrosarcoma viability, CellTiter-Glo ATP luminescence, 48 h; Potency, µM (titrated, usually from 46.1 µM), for the others: at the highest dose activity, negative = less viability, actives largely listed as cytotoxic; 360,000 compounds, 1.6% hits;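 further: NT is the 2HG producing partner of a matched IDH1 knockdown line; potency means the concentration at half of the fitted maximal effect; 0% = DMSO-treated cells and -100% = media-only wells without cells; nearly all actives have a fitted effect of over 55% in size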
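Luminescent CellTiter-Glo readout after 48 hours of compound exposure at 37 degrees C defined viability of HT-1080-NT cells. Activity was normalized to DMSO wells and cell-free media wells; concentration-response curves were fitted and assigned curve classes.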
ATXN2 expr inh = ATXN2 expression inhibition | AID 1745845 | 360,000 compounds, 0.72% hits | Potency, µM (series often up to 57 µM), for the others: at the top dose activity change, negative = inhibition, hits mostly inhibitors | HEK-293 ATXN2-luciferase reporter, luminescence, 24 h; further: potency means the concentration at half of the fitted maximal effect; on the % scale 0 is the no-effect control and ±100 the full control effect; nearly all actives have a fitted effect of over 55% in size
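qHTS (up to 57 uM final) was run with 24 h compound exposure of reporter cells at 37 °C. Each well was multiplexed: SteadyGlo luminescence measured ATXN2-luciferase expression after a fluorogenic Gly-Phe-AFC viability readout (25 uM final).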
KB-V1 MDR tox = kills drug-selected multidrug resistant KB-V1 cells. 400,000 compounds, 3.4% hits. Potency, µM (titrated, usually from 46.1 µM), for the others: at the top dose activity change, negative = cytotoxicity, actives largely listed as cytotoxic. KB-V1 MDR cells viability, CellTiter-Glo, 72 h; further: potency means the concentration at half of the fitted maximal effect; on the % scale 0 is the no-effect control and ±100 the full control effect; nearly all actives have a fitted effect of over 60% in size
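Following 72 h at 37 degrees C with compound, KB-V1 cell viability was read by CellTiter-Glo luminescence, medium being phenol-red-free DMEM plus 10% FBS; concentration-response parameters came from normalized, curve-fitted qHTS data.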
The depositor's hits bear a star; ? = inconclusive; . = not tested or not shown; [ ] = remark or other dose. Unless noted, the call rests on the fitted dose curve; in most records, active means well fitted curve in the direction sought with a large enough effect; inconclusive means small, poorly fitted or top-dose-only effect, or another doubt; inactive means no such curve, though single readings can be large; an effect the other way counts as inactive or inconclusive.

SMILES	MCF10A rerep	HT1080 IDH1KD tx	IL1B secr inh	KB-3-1 cytotox	SW480 rerep	WRN inhibitor	HT1080NT lethal	ATXN2 expr inh	KB-V1 MDR tox
COc1ccc(OC)c(NC(=O)C(CC(=O)O)NCc2ccco2)c1 (configuration not stated)	-1.1%	0.0%	9.6	6.7%	-1.1%	-1.6%	1.3%	-1.4%	0.0%
CCN(CC)S(=O)(=O)c1cc(C(=O)Nc2cc(C)on2)c(Cl)cc1Cl	?	?	-94.3*	-10.3%	?	-28.2%	-25.8%	-12.9%	-0.4%
COc1ccc(/C=C(\NC(=O)c2ccccc2)C(=O)NCCC(=O)O)cc1	-2.3%	28.0%	-4.7	8.5%	0.0%	-6.5%	24.5%	-22.0%	7.4%
O=C(O)/C=C/C(=O)Nc1ccc(OCc2ccccc2)cc1	3.0%	-14.7%	5.5	-2.0%	-11.9%	9.8%	2.4%	20.3%	9.5%
Cc1ccc(-n2c(=O)cc(N3CCC(C)CC3)[nH]c2=O)cc1	4.3%	2.8%	-16.8	11.6%	-7.2%	1.3%	12.9%	12.2%	-26.7%
N#Cc1ccc(-c2ccco2)nc1SCC(=O)c1ccc(Cl)cc1	7.94µM*	-15.5%	-14.0	18.6%	8.0%	-5.9%[57.1 µM]	-22.8%	?	-0.3%
C/C(CC(=O)Nc1ccc2c(c1)OCO2)=N\NC(=O)c1ccccc1N	-15.5%	-2.9%	.	15.5%	?	1.8%	-12.8%	-9.1%	1.1%
CCC(c1nnnn1-c1ccc2c(c1)OCCO2)N1CCN(c2ccc(OC)cc2)CC1 (configuration not stated)	.	-28.9%	-7.4	?	.	-13.5%	-2.3%	-16.7%	16.4µM*
CCOC(=O)C1(CCc2ccccc2)CCN(C(=O)CCn2cnnn2)CC1	0.0%	-2.7%	-11.6	-1.1%	?	-5.6%	1.3%	38.6%	-17.7%
Cc1ccc2c(C)[nH]c(=O)cc2c1	1.2%	-15.2%	33.6	?	5.1%	3.0%	-7.0%	0.0%	-20.4%
CCCCNC(=O)C[C@@H]1C[C@@]2(C(=O)OCC)CCC=C2N(Cc2ccco2)C1=O	.	4.9%	14.5	4.8%	.	-3.4%	2.9%	9.5%	18.7%
CCc1nc2c(OCC(=O)N3CCOCC3)cccn2c1N(C=O)Cc1ccccc1	.	0.9%	23.3	0.0%	.	6.4%	14.4%	2.9%	2.8%
C/C(=N/OC(=O)c1c(F)cccc1F)c1nccs1	-3.5%	-10.1%	12.5	-0.6%	-6.0%	-5.2%	-4.8%	2.6%	3.1%
COc1ccc(NC(=O)CCCNC(=O)c2ccc(Cl)cc2)c(OC)c1	4.3%	15.1%	45.9	14.8%	-70.9%[inhibitor]	9.3%	-14.5%	1.7%	9.5%
CCN(CC)C(=O)C(C)N1c2cccc3cccc(c23)S1(=O)=O (configuration not stated)	.	0.2%	13.2	-25.3%	.	-10.0%	1.1%	.	-11.9%
COc1ccccc1NC(=O)N(CCN1CCCC1)Cc1cc2cc(C)ccc2[nH]c1=O	6.8%	?	6.5	0.5%	?	0.0%	-2.7%[9.24 µM]	-16.9%	6.1%
Brc1cccc(Cn2c(-c3cncs3)nc3ccccc32)c1	27.5%	-15.0%	20.7	?	2.1%	1.4%	-12.4%	-7.8%	?
C=CCn1c(SCc2ccc(OC)cc2)nnc1-c1cccnc1	0.9%	2.4%	-17.1	-1.0%	-1.6%	2.2%	-4.7%	-3.1%	15.4%
CSc1nc(C)cc(OCCO)n1	-3.2%	2.7%	18.5	12.0%	-4.4%[9.22 µM]	5.5%	0.9%	-3.6%	9.9%
Cn1cc(CCC(=O)NCc2ccc(Cl)cc2)c2ccccc21	0.0%	-1.7%	-20.7	22.0%	-1.1%	-0.9%	4.6%	-20.3%	21.7%
Cc1ccc(C)c(NC(=O)C(c2ccccc2)N2CCOCC2)c1 (configuration not stated)	5.8%	17.5%	-14.4	-4.4%	-4.0%	4.8%	8.5%	-27.1%	-15.8%
C=CCNc1c2c(nc3ncnn13)CC(C)CC2 (configuration not stated)	19.3%	-2.2%	28.9	-6.9%	0.9%	7.9%	-1.7%	.	3.5%
Cc1ccc(NC(=O)c2cc(S(=O)(=O)N3CCOCC3)cn2C)c(C)c1	7.3%	1.5%	-15.6	-20.5%	-9.1%	4.2%	-3.3%	4.7%	-7.9%
COCCNc1ncnc2nc[nH]c12	1.7%	19.6%	11.3	20.3%	-4.4%	1.9%	18.2%	0.1%	7.6%
COC(=O)c1cccc(NC(=O)NC(=O)c2ccccc2Cl)c1	14.3%	-19.0%	-14.2	11.8%	-4.1%	-8.8%	?	-11.9%	23.9%

Profiles from above:
Listed for N#Cc1ccc(-c2ccco2)nc1SCC(=O)c1ccc(Cl)cc1 : MCF10A rerep = 7.94µM*; HT1080 IDH1KD tx = -15.5%; IL1B secr inh = -14.0; KB-3-1 cytotox = 18.6%; SW480 rerep = 8.0%; WRN inhibitor = -5.9%[57.1 µM]; HT1080NT lethal = -22.8%; ATXN2 expr inh = ?; KB-V1 MDR tox = -0.3%
Listed for C=CCn1c(SCc2ccc(OC)cc2)nnc1-c1cccnc1 : MCF10A rerep = 0.9%; HT1080 IDH1KD tx = 2.4%; IL1B secr inh = -17.1; KB-3-1 cytotox = -1.0%; SW480 rerep = -1.6%; WRN inhibitor = 2.2%; HT1080NT lethal = -4.7%; ATXN2 expr inh = -3.1%; KB-V1 MDR tox = 15.4%
Listed for COc1ccc(/C=C(\NC(=O)c2ccccc2)C(=O)NCCC(=O)O)cc1 : MCF10A rerep = -2.3%; HT1080 IDH1KD tx = 28.0%; IL1B secr inh = -4.7; KB-3-1 cytotox = 8.5%; SW480 rerep = 0.0%; WRN inhibitor = -6.5%; HT1080NT lethal = 24.5%; ATXN2 expr inh = -22.0%; KB-V1 MDR tox = 7.4%

Further structures follow.
SMILES	MCF10A rerep	HT1080 IDH1KD tx	IL1B secr inh	KB-3-1 cytotox	SW480 rerep	WRN inhibitor	HT1080NT lethal	ATXN2 expr inh	KB-V1 MDR tox
Cc1cc(C)nc(NC(=O)CN2C(=O)c3ccccc3S2(=O)=O)n1	-0.6%	5.3%	12.5	1.8%	-4.0%	-0.9%	1.1%	3.2%	9.5%
Cc1cccc(NC(=O)CN2CCN(C(=O)C3CCC3)CC2)c1C	1.7%	-1.7%	26.4	0.0%	-1.9%	?	-1.9%	1.8%	-6.3%
FC(F)(F)Oc1ccc(NC(=S)NCc2ccccc2)cc1	?	?	-95.0*	0.8%	?	-14.0%	?	-4.7%	-6.3%
COc1cc(OC)c(C(=O)OCC(=O)N2CCN(S(=O)(=O)c3ccc(C)cc3C)CC2)cc1OC	0.1%	-0.1%	15.0	-8.2%	2.8%	-12.8%	13.5%	-4.0%	16.4µM*
NC(=O)NCc1ccc(Cl)cc1	-0.3%	-0.3%	-1.8	-8.1%	-3.0%	1.2%	-16.5%	-4.9%	14.9%
COc1ccc(C(=O)N(CC2CCCO2)C(C(=O)NC2CCCC2)c2ccc(C)cc2)cc1OC (configuration not stated)	8.5%	-2.3%	2.4	-3.5%	0.5%	10.0%	3.6%	.	-16.7%
COc1ccc(-n2c(SCC(=O)N3CCc4ccccc43)nnc2-c2c[nH]c3ccccc23)cc1	-2.2%	7.6%	-4.1	?	1.6%	-5.1%	28.0%	4.1%	-1.2%
CCN1CCN(C(=O)C2CCN(Cc3cc(Cl)ccc3O)CC2)CC1	11.6µM*	11.4%	-77.1*	3.5%	-11.8%	-20.3%	?	-8.0%	8.6%
O=C1CN(C(=O)COC(=O)CNS(=O)(=O)c2ccccc2)c2ccccc2N1	3.8%	10.8%	-6.1	-2.7%	-2.8%	4.8%	12.3%	-23.6%	-2.6%
Cc1ccc(CNC(=O)COC(=O)CSc2cc(C)c(Br)cc2C)cc1	10.2%	25.6%	5.1	-0.3%	-0.3%	0.8%	20.0%	-17.3%	27.4%
O=c1c2ccc(F)cc2sn1-c1ccccc1	.	?	-105.9*	?	.	-7.0%	-24.6%	?	?
CC(=O)N1CC=C2C(C#N)=C(N)C(C#N)(C#N)C(CCc3ccccc3)C2C1 (configuration not stated)	4.5%	-3.4%	49.6	?	-3.9%	-1.4%	-1.4%	-8.4%	-22.9%
Cc1ccnc(Nc2nc(-c3sc(C)nc3C)cs2)c1	23.1µM*	?	-100.3*	?	?	-11.6%	?	-23.9%	?
O=C(COc1ccccc1Cl)N1CCN(c2ccccn2)CC1	3.1%	2.2%	4.6	-3.3%	0.2%	-0.8%	-9.9%	-4.4%	?
C/C(=N\NC(=O)C1CC1)c1ccc(C(C)(C)C)cc1	?	-1.0%	19.9	-22.3%	2.1%	-10.9%	2.9%	2.0%	-23.3%
COC(=O)c1ccc(NC(=O)c2ccc(NC(=O)C3CCCO3)cc2)cc1 (configuration not stated)	1.1%	12.7%	?	1.7%	-2.2%	-3.8%	5.1%	.	-8.4%
NC(=O)c1nc2c([nH]c1=O)CCCC2	.	12.9%	-4.9	6.3%	.	3.0%	-0.4%	.	13.2%
CCCCOC(=O)/C(=C/c1cn(C)c2ccccc12)NC(=O)c1ccc(OC)cc1	0.6%	4.8%	32.4	7.6%	-4.4%	6.2%	-9.1%	2.1%	-10.8%
COC(=O)c1c(NC(=O)CN2C(=O)C(=O)N(CC(C)C)C2=O)sc2c1CCCCC2	-1.1%	0.2%	17.1	15.0%	-0.5%	-16.7%[57.1 µM]	4.7%	-4.0%	-21.3%
COc1cc(CN2CCNC(=O)C2CC(=O)N(C)CCCN2CCOCC2)cc(OC)c1 (configuration not stated)	-8.0%	17.0%	-2.7	-2.4%	-5.8%	5.3%	10.0%	-5.9%	?
CN(Cc1ccccc1)CC(O)COc1ccc(CNCCCOc2cccnc2)cc1 (configuration not stated)	1.2%	?	?	?	-8.5%	-2.9%	-14.3%	-13.0%	?
